SK-BR-3 tox 24h – SK-BR-3 proliferation inhibitors. viability, % at 10 µM. SK-BR-3 viability, CellTiter-Glo ATP luminescence, 24 h; stronger effect = lower value. AID 847. 41,000 compounds, 0.47% hits;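 active means viability at or below the median of all test compounds minus 3 SD, in both replicates if run twice, cut at about 45% in these data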;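 further: 100% = median untreated cell wells and 0% = median positive control drug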
* hit, by the source's call. Not all compounds are listed; rates above refer to the full screens.

compound | SK-BR-3 tox 24h
O=C(c1ccc(Cl)cc1)c1ccc(OCC(O)CN2CCOCC2)cc1 (stereo not given) | 69
N#Cc1cccc(NC(=O)N2CCC(c3nc4c(nnn4Cc4cccc(Cl)c4)c(=O)[nH]3)CC2)c1 | 102
O=C1C(=C(O)c2ccccc2)C(=O)c2ccccc21 | 117
Clc1ccc(-c2noc(CN3CCCC3)n2)cc1 | 81
Cc1ccc(Cn2c(SCC(C)C)nc3c2c(=O)[nH]c(=O)n3C)cc1 | 99
CSCC[C@@H](Nc1nc(-c2ccccc2)nc2c1oc1ccccc12)C(=O)O | 89
CCOC(=O)CSc1nnc(CNc2ccccc2Cl)n1-c1ccccc1 | 97
Cc1c(Cl)cccc1Nc1ccccc1C(=O)O | 97
CCOC(=O)C1/C(=N\O)CC(C)(O)C(C(=O)OCC)C1c1ccc(N(C)C)cc1 (stereo not given) | 78
c1cncc(CNc2nc(N3CCOCC3)nc(N3CCOCC3)n2)c1 | 77
CCOc1ccccc1N1CCN(C(=O)c2ccccc2)CC1 | 97
CC(=O)NC1(C(F)(F)F)C(=O)Nc2c1c(=O)[nH]c(=O)n2Cc1ccco1 (stereo not given) | 91
O=C(CSc1nnc(-c2cnccn2)n1Cc1ccco1)c1ccc2ccccc2c1 | 75
CCn1c(SCC(=O)Nc2nc(C)cs2)nnc1C(NC(=O)c1ccccc1Cl)C(C)C (stereo not given) | 85
COc1cccc(NC(=O)C2C3C=CC4(O3)C2C(=O)N(C(C)C)C4C(=O)NC2CCCCC2C)c1 (stereo not given) | 103
Cc1nc2nc(SCC(=O)NCc3ccco3)nn2c(C)c1Cc1ccccc1 | 89
O=C1CC(c2ccncc2)c2cc3c(cc2N1)OCO3 (stereo not given) | 102
C=CCn1c(=S)[nH]c2nc3c(cc2c1=O)COC(C)(C)C3 | 91
Cc1ccc(/C=c2\sc3nc(-c4cccs4)nn3c2=O)o1 | 102
Cn1c(=O)c2c(ncn2CC(=O)Nc2cc(Cl)c(Cl)cc2Cl)n(C)c1=O | 116
CCc1nc(NC(C)C)c2oc3ccccc3c2n1 | 94
CC1(C)CC(=O)C(C=Nc2ccccc2C(=O)O)=C(O)C1 | 83
O=C(Cn1nnc(-c2ccccc2-n2cnnn2)n1)NCc1ccccc1 | 67
COCCNC(=O)c1snc2ccc(Cl)cc12 | 104
Cc1cc(Cl)ccc1OCCCC(=O)N1CCN(C(=O)c2ccco2)CC1 | 75

Compounds listed so far with an aryl thioether with sulfur outside any ring:
compound | SK-BR-3 tox 24h
Cc1ccc(Cn2c(SCC(C)C)nc3c2c(=O)[nH]c(=O)n3C)cc1 | 99
CCOC(=O)CSc1nnc(CNc2ccccc2Cl)n1-c1ccccc1 | 97
O=C(CSc1nnc(-c2cnccn2)n1Cc1ccco1)c1ccc2ccccc2c1 | 75
CCn1c(SCC(=O)Nc2nc(C)cs2)nnc1C(NC(=O)c1ccccc1Cl)C(C)C (stereo not given) | 85
Cc1nc2nc(SCC(=O)NCc3ccco3)nn2c(C)c1Cc1ccccc1 | 89

The main list resumes with the 7 entries that preceded the break.
compound | SK-BR-3 tox 24h
Cc1ccc(/C=c2\sc3nc(-c4cccs4)nn3c2=O)o1 | 102
Cn1c(=O)c2c(ncn2CC(=O)Nc2cc(Cl)c(Cl)cc2Cl)n(C)c1=O | 116
CCc1nc(NC(C)C)c2oc3ccccc3c2n1 | 94
CC1(C)CC(=O)C(C=Nc2ccccc2C(=O)O)=C(O)C1 | 83
O=C(Cn1nnc(-c2ccccc2-n2cnnn2)n1)NCc1ccccc1 | 67
COCCNC(=O)c1snc2ccc(Cl)cc12 | 104
Cc1cc(Cl)ccc1OCCCC(=O)N1CCN(C(=O)c2ccco2)CC1 | 75
Cc1ccc(NS(=O)(=O)c2cc(C(=O)N3CCN(C)CC3)ccc2C)cc1 | 100
CCOc1c(N2CCCCC2)c(=O)c1=O | 97
S=c1[nH]nc(-c2cccc(Br)c2)o1 | 97
Nc1ncnc(Nc2ccccc2C(F)(F)F)n1 | 95
CC12CC(c3ccccc3O1)C(C(=O)NCc1ccccc1)C(=O)N2 (stereo not given) | 84
O=C(CCN1C(=O)C2C3C=CC(C3)C2C1=O)NCCN1CCCc2ccccc21 (stereo not given) | 30*
O=C(CSc1nc2ccccc2o1)Nc1ccc(N2CCOCC2)c(Cl)c1 | 78
O=C(CSc1nnc(Cc2cccs2)n1-c1ccccc1)NCc1ccc2c(c1)OCO2 | 90
N#Cc1ccc(OCc2nnc(SCC(=O)N3CCCc4ccccc43)n2-c2ccccc2)cc1 | 86
COc1ccc(C2(C(=O)Nc3cc(C)on3)CCOCC2)cc1 | 89
CCOC(=O)c1cc2c(=O)n3ccccc3nc2n(CCOC)c1=NC(=O)c1ccncc1 | 69
CCOC(=O)N1CCN(Cc2nc3c(c(=O)n(C)c(=O)n3C)n2Cc2ccccc2C)CC1 | 109
CN1C(=O)CC(N2CCN(C(c3ccccc3)c3ccccc3)CC2)C1=O (stereo not given) | 93
O=C(CNC(=O)c1cccs1)NC1=NCCS1 | 97
CC1CN(C2CCCCC2)c2nc3c(c(=O)n(C)c(=O)n3C)n2C1 (stereo not given) | 92
NS(=O)(=O)c1ccc(NCc2c(F)cccc2Cl)cc1 | 87
Cc1cc(N2C(=O)C3C4C=CC(C4)C3C2=O)ccc1Br (stereo not given) | 90
c1nc(N2CCOCC2)c2[nH]cnc2n1 | 112
Cc1nnc(SCCn2c(N3CCN(Cc4ccccc4)CC3)nc3c2c(=O)[nH]c(=O)n3C)s1 | 93
CCCCN(C)CCCNC(=O)c1cccc(N2CCCC2=O)c1 | 93
CCNS(=O)(=O)c1c(C)cc(N2CCCC2=O)cc1C | 77
c1ccc(CCN2CCN(c3ncnc4c3cnn4-c3ccccc3)CC2)cc1 | 71
COc1cc(-c2nc(S(=O)(=O)c3ccc(C)cc3)c(N3CCOCC3)o2)cc(OC)c1OC | 56
CC1(C)Cc2c(sc3c4nnnn4c4nnnn4c23)CO1 | 78
O=C(Nc1cc(C(F)(F)F)ccc1N1CCCCC1)c1ccco1 | 92

Additional results.
structure | SK-BR-3 tox 24h
CC1(C)NC(=O)N(CC(O)COc2ccccc2-c2ccccc2)C1=O (stereo not given) | 82
CCOC(=O)CNC(=O)CSc1nnc(COc2ccc(Cl)cc2)n1CC | 88
Cc1cc(C)nc(N2CCN(c3ncnc4c3oc3ccccc34)CC2)n1 | 110
CCOc1ccccc1C(=O)N1CCN=C1SCc1cccnc1 | 65
COc1ccc(CNc2oc(C)nc2C#N)cc1 | 93
CCn1c(SCC(=O)NCc2ccc3c(c2)OCO3)nnc1-c1c[nH]c2ccccc12 | 91
Cc1ccc(C)c(SCC(=O)OCC(=O)c2ccco2)c1 | 113
COCCCN1C(=O)C(O)=C(C(C)=O)C1c1ccccn1 (stereo not given) | 103
CC(C)(NCc1ccccc1Cl)C(=O)O | 88
Cn1c(=N)n(CC(O)c2ccco2)c2ccccc21 (stereo not given) | 96
O=c1oc(-c2cccs2)nc2sc3c(c12)CCCCC3 | 110
O=C(C1=C(O)C(=O)N(CCN2CCOCC2)C1c1cccs1)c1cc2ccccc2o1 (stereo not given) | 58
COCCNC(=O)C(c1ccncc1)N(C(=O)Cn1nnc2ccccc21)c1ccc(OC)cc1 (stereo not given) | 108
Fc1ccccc1N1CCN(C2CCN(Cc3c[nH]c4ccccc34)CC2)CC1 | 105
CCOC(=O)N1CCN(S(=O)(=O)c2ccc(OC)c(Cl)c2Cl)CC1 | 93
O=C(Nc1cccc2ccccc12)N1CCN(c2ccccc2)CC1 | 107
COc1ccc(C(=O)NC2CCCCC2)cc1S(=O)(=O)N1CCCC1 | 78
CC(O)c1nc2ccccc2n1C/C=C/c1ccccc1 (stereo not given) | 92
Cc1ccc(-c2noc(C3CCCN(C(=O)c4c(F)cccc4F)C3)n2)cc1 (stereo not given) | 28*
OCCN1CN=C(Nc2nc3ccccc3s2)NC1 | 106
CC1CCCN(S(=O)(=O)c2cccc(-c3cn4cccnc4n3)c2)C1 (stereo not given) | 84
Cc1cc(N2C(=O)C(=O)/C(=C(/O)c3ccc(F)cc3)C2c2cccc(Br)c2)no1 (stereo not given) | 77
COC(=O)c1ccc2nc(C(F)(F)F)[nH]c2c1 | 88
Cc1ccc(C)c(N(CC(=O)NCc2ccc3c(c2)OCO3)C(=O)CCC(=O)Nc2ccccn2)c1 | 117
O=C(CN1CCN(CC(=O)Nc2ccccn2)CC1)Nc1ccccn1 | 87
COc1ccc(NC(=O)CSc2nnc(-c3cccs3)n2C)cc1OC | 94
COC(=O)C1=C(C)OC(N)=C(C#N)C1c1cc(OC)c(OCC(N)=O)cc1Cl (stereo not given) | 88
CCCc1nc2ccccc2n2cc3c(=O)n(C)c(=O)n(C)c3c12 | 89
Cc1cccn2c(=O)c3cc(C#N)c(=O)n(CCCN4CCOCC4)c3nc12 | 102
CSCC[C@H](NC(=O)NCc1ccccc1F)C(=O)O | 97
CCOC(=O)c1[nH]c(C)c(/C(O)=C2\C(=O)C(=O)N(CCN(C)C)C2c2ccc(C)o2)c1C (stereo not given) | 97
CC(C)C[C@H](NC(=O)NCc1ccccc1Cl)C(=O)O | 91
COc1cc(S(=O)(=O)N(Cc2ccc(C)cc2)C2CCCCC2)ccc1-n1cnnn1 | 133
CCOC(=O)C1=C(N)Oc2cc(C)oc(=O)c2C1c1cccnc1 (stereo not given) | 94
CC(C)c1cc(NCCCN2CCOCC2)n2c(nc3ccccc32)c1C#N | 71
CCOc1ccc(CCNC(=O)CN2CCN(Cc3ccccc3C)C2=O)cc1OCC | 73
CCOCCCNC(=O)c1ccccc1SC | 107
Cn1c(N2CCC(C(N)=O)CC2)nc2c1c(=O)n(Cc1ccc(Cl)cc1)c(=O)n2C | 96
COc1ccc2[nH]c(=O)c(CN(CCO)C(=O)c3ccccc3F)cc2c1 | 79
Cc1sc(C(=O)NCc2cccnc2)c2nc(C)n(CC(=O)NCc3cccnc3)c(=O)c12 | 100
COC(=O)CCCCCc1ccc(C(C)=O)s1 | 96
COc1ccc(-c2cn[nH]c2N)c(OC)c1 | 106
O=C(Nc1ccc(F)cc1F)c1cc2n(n1)C(C(F)(F)F)C1CCCCC1N2 (stereo not given) | 81
COCCN(CCOC)Cc1c(O)ccc2c3c(c(=O)oc12)CCC3 | 95
CCOC(=O)c1[nH]c(C)c(/C(O)=C2\C(=O)C(=O)N(CCCn3ccnc3)C2c2ccncc2)c1C (stereo not given) | 88
CCCCOc1ccc(CSC(CC(=O)O)C(=O)O)cc1 (stereo not given) | 130
Cc1nc2ccccn2c1/C(O)=C1\C(=O)C(=O)N(CCCn2ccnc2)C1c1ccncc1 (stereo not given) | 110
CCOC(=O)c1sc2nc(CC(=O)OC)nc(NCC(=O)OC)c2c1C | 89
CC(C)(C)n1nnnc1C(c1cccs1)N1CCCc2ccccc21 (stereo not given) | 73
CC(C)NC(=O)c1nc2ccccc2s1 | 104
CC(OC(=O)c1cccs1)C(=O)NCc1ccco1 (stereo not given) | 87
Cc1cccc(C)c1OCC(O)CNS(=O)(=O)c1ccccc1C(=O)N1CCOCC1 (stereo not given) | 103
Cc1ccc(N2CCN(c3ccc(C)cc3)C2c2ccccn2)cc1 | 86
COC(=O)CN1C2(C#N)CCCCC2CC2CCCCC21C#N (stereo not given) | 74
N#Cc1cccc(-c2nnc(SCc3ccccc3C#N)o2)c1 | 100
CCc1c(C(=O)NC2CCCC2)csc1C | 84
COc1ccc2sc(N3C(=O)C4CC=C(C)CC4C3=O)nc2c1 (stereo not given) | 88
COCC(C)NC(=O)C1CC(c2cccc(Br)c2)=NO1 (stereo not given) | 90
COc1ccc(C(CC(=O)O)NC(C)=O)cc1OC (stereo not given) | 84
c1cc(C2OCCN2CC2COC3(CCCC3)O2)ccn1 (stereo not given) | 80

Following part:
structure | SK-BR-3 tox 24h
COC(=O)CC1=C(C(=O)OC)C(c2ccncc2)C(C#N)=C(N)O1 (stereo not given) | 88
Cc1occc1C(=O)NCc1ccccc1F | 98
O=C(CC1CCCCC1)NCc1ccccn1 | 90
O=C(c1c[nH]c2ccccc12)C(O)C(c1ccccc1)N1CCOCC1 (stereo not given) | 106
CCOC(=O)c1[nH]c(C)c(C(=O)NC(C)(C)C)c1C | 105
Cc1nc2c(C)cccn2c1/C(O)=C1\C(=O)C(=O)N(CCN2CCOCC2)C1c1ccncc1 (stereo not given) | 83
CS(=O)(=O)N1CCN(c2ccccc2F)CC1 | 102
Cc1cc(C)c2c(=O)c3c(oc2c1)C(=O)N(CCO)C3c1cccc(O)c1 (stereo not given) | 91
CN1CCN(C(=O)c2ccc(S(=O)(=O)c3ccc(Br)cc3)cc2)CC1 | 87
C=CCc1ccccc1OCC(O)CN1CCN(c2ccc(C)cc2)CC1 (stereo not given) | 86
Cc1ccc(NC(=O)CC2C(=O)NC3CCCCC3N2C(=O)c2ccc(F)cc2)cc1C (stereo not given) | 94
COc1ccccc1CNC(=O)CN(c1ccc(C)cc1)S(=O)(=O)c1c(C)n[nH]c1C | 94
COc1ccc(NC(=O)N2CCCC(c3nc(-c4ccc(C(C)C)cc4)no3)C2)cc1 (stereo not given) | 108
OC(COC1CCCCC1)CN1CCN(c2ccccc2)CC1 (stereo not given) | 81
COc1ccc2c(c1OC)C(=O)N(c1ccc3c(c1)CCC3)C2=O | 103
CCOC(=O)c1c(C)oc2ccc(OC(=O)N3CCOCC3)cc12 | 91
Cc1ccc(CC(NC(=O)c2ccccc2)C(=O)N2CCCC2C(=O)O)cc1 (stereo not given) | 99
CCOc1ccc(N2C(=O)CC(NCCc3ccncc3)C2=O)cc1 (stereo not given) | 85
CC(C)(Oc1ccc(Cl)cc1)C(=O)N1CCN(c2ccccn2)CC1 | 89
O=C(c1ccc(F)cc1)c1cn[nH]c1-c1ccccc1O | 100
CC(C)Nc1nc(NC(C)C)nc(N(C)C(N)=O)n1 | 90
Cc1ccc(S(=O)(=O)n2nc(OC(=O)c3c(-c4ccccc4Cl)noc3C)cc2N)cc1 | 75
CCCc1n[nH]c2c1C(=O)CC(C)(C)C2 | 87
COc1ccc(NC(=O)CS(=O)CC(=O)Nc2cc(Cl)ccc2OC)cc1 (stereo not given) | 91

Reprinted at random: two compounds from above
structure | SK-BR-3 tox 24h
CN1CCN(C(=O)c2ccc(S(=O)(=O)c3ccc(Br)cc3)cc2)CC1 | 87
CCCc1n[nH]c2c1C(=O)CC(C)(C)C2 | 87
